# High-throughput results from PubChem BioAssay.
# Sm TGR block – S. mansoni TGR enzyme inhibition; purified TGR, DTNB reduction, TNB absorbance 405 nm; Potency, µM (titrated, usually from 114 µM), for inactives: at the highest dose activity change, negative = inhibition, usual class: inhibitors; 3% of 360,000 active; active = well fitted inhibition curve with a large enough effect; inconclusive = small, poorly fitted or top-dose-only effect; inactive = no such curve, though single readings can be large or run the other way; note: nearly all actives have a fitted effect of over 60% in size
#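 Kinetic colorimetric format: TGR-catalysed, NADPH-driven DTNB reduction monitored via TNB absorbance. Enzyme dispensed at 20 nM; compound exposure 15 min at room temperature before reaction start.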
# * = called active by the depositor; ? = inconclusive; [ ] = remark or other dose. % is set by controls: 0 for no effect and ±100 for the full control effect; potency is the fitted concentration of half-maximal effect. These rows are one share of the data. The share of hits here may be higher or lower than overall.
SMILES,Sm TGR block
COc1ccc(-c2nc3n(n2)C(c2cccc(C)c2)C(C(N)=O)=C(C)N3)cc1OC (stereo unspecified),4%
CCOC(=O)c1cnc2c(C)cc(C)cc2c1Nc1ccc(N2CCOCC2)cc1,8%
CCc1ccc(NC(=O)Cn2c(=O)n(Cc3ccccc3)c(=O)c3oc4ccccc4c32)cc1,-4%
CCc1ccc(NC(=O)c2cc(S(=O)(=O)N3CCCCCC3)ccc2F)cc1,6%
Cc1cccc(OCC(=O)NCC2(N3CCN(C)CC3)CCCCC2)c1,0%
Cc1cccc(CNC(=O)c2ccc(Cn3c(SCc4cccc(F)c4)nc4cccnc43)cc2)c1,-12%
COc1ccc(C(=O)Nc2nonc2-c2ccc(OC)c(OC)c2)cc1Cl,-1%
CCN(CC)C(=O)CSc1nc(-c2ccccc2F)nc2c1Cc1c(CO)cnc(C)c1O2,-25%
Cc1ccc2c(c1)C(c1ccc(F)cc1)N(C(=O)c1ccc(S(=O)(=O)N3CCCCC3)cc1)CC(=O)N2 (stereo unspecified),5%
Cc1ccc(-c2nc3ccccc3[nH]2)cc1NC(=O)COc1cccc(C)c1C,1%
COc1ccc(C)cc1NS(=O)(=O)c1ccc2c3c(cccc13)C(=O)N2,3%
Cc1ccccc1NC(=O)CN1C(=O)C(C)(C)c2ccccc21,6%
Cc1nn(-c2nc(-c3ccc(F)cc3)cc(C(F)(F)F)n2)c(C)c1Cl,-32%
COCCNc1ccc(-c2nc(-c3cccc(C)c3)no2)cc1[N+](=O)[O-],1%
COC(=O)c1ccc(NC(=O)CN2CCCN(Cc3ccc(Cl)cc3)S2(=O)=O)cc1,-1%
CCCCOc1ccc(C(=O)N(Cc2ccc(N(C)C)cc2)Cc2ccco2)cc1,4%
Cc1ccc(NC(=O)c2cccc3c(=O)c4c([nH]c23)CCCC4)c(C)c1,4%
COc1ccc(CNC(=O)C(=O)NCC(c2ccc3c(c2)OCO3)N2CCOCC2)cc1 (stereo unspecified),5%
COc1ccc(OC)c(-c2cc(C(=O)Nc3cnn(Cc4ccc(Cl)cc4Cl)c3)no2)c1,8%
CCC(Oc1ccccc1)C(=O)Nc1ccc(OCc2cc(=O)n3ccccc3n2)cc1 (stereo unspecified),1%

# Part of the list above, with bars between the fields.
smiles | Sm TGR block
COCCNc1ccc(-c2nc(-c3cccc(C)c3)no2)cc1[N+](=O)[O-] | 1%
COC(=O)c1ccc(NC(=O)CN2CCCN(Cc3ccc(Cl)cc3)S2(=O)=O)cc1 | -1%
CCCCOc1ccc(C(=O)N(Cc2ccc(N(C)C)cc2)Cc2ccco2)cc1 | 4%
Cc1ccc(NC(=O)c2cccc3c(=O)c4c([nH]c23)CCCC4)c(C)c1 | 4%

# Back to the main list; the 4 compounds before the break are reprinted first.
SMILES,Sm TGR block
Cc1ccc(NC(=O)c2cccc3c(=O)c4c([nH]c23)CCCC4)c(C)c1,4%
COc1ccc(CNC(=O)C(=O)NCC(c2ccc3c(c2)OCO3)N2CCOCC2)cc1 (stereo unspecified),5%
COc1ccc(OC)c(-c2cc(C(=O)Nc3cnn(Cc4ccc(Cl)cc4Cl)c3)no2)c1,8%
CCC(Oc1ccccc1)C(=O)Nc1ccc(OCc2cc(=O)n3ccccc3n2)cc1 (stereo unspecified),1%
COCCNC(=O)CSc1nc(-c2ccccc2)[nH]c1-c1ccc(C)cc1,5%
COc1ccc(Cl)cc1NC(=O)CSc1ccc2nnc(CCNS(=O)(=O)c3ccccc3)n2n1,-3%
CCOC(=O)c1ccccc1NC(=O)Cn1cc(C(=O)c2cccc(OC)c2)c(=O)c2ccc(C)nc21,7%
Cc1cc(C)cc(NC(=O)N2CCC(CN3CCOCC3)CC2)c1,-1%
COc1ccc(NC(=O)Cn2c(=O)oc3cc(S(=O)(=O)N4CCCCC4C)ccc32)cc1 (stereo unspecified),4%
Cc1cccc(NC(=O)C(=O)c2cc(C)n(-c3ccccc3)c2C)c1C,7%
COc1ccc(N(C)C(=O)C2CCN(S(=O)(=O)c3cc(Br)cc4c3N(C(C)=O)CC4)CC2)cc1,5%
Cc1cccc(C(=O)Nc2ccccc2-c2nc(-c3ccccc3)no2)c1,-2%
CC(C)CNS(=O)(=O)c1ccc(N2CCCCS2(=O)=O)cc1,3%
CCOc1ccc2nc(N(Cc3cccnc3)C(=O)c3ccc4c(c3)OCCO4)sc2c1,0%
Cc1ccc2c(=O)cc(CSc3ccccc3)[nH]c2c1C,-1%
CCc1ccc(C(=O)c2cn(CC(=O)NC3CCCCC3)c3nc(C)ccc3c2=O)cc1,-15%
Cc1nc(SCC(=O)Nc2ccccc2C)cc(-c2ccccc2)n1,1%
CCOc1cc(C2NC(=O)c3c(sc4c3CCN(C)C4)N2)ccc1OC(=O)c1ccc(Br)cc1 (stereo unspecified),1%
Cc1c(C(=O)OCC2CCCCC2)[nH]c2c1C(=O)CC(c1ccc(Cl)cc1)C2 (stereo unspecified),0%
Cc1ccc(Cl)cc1Nc1nn2c(=O)c3ccc(C(=O)NC(C)c4ccccc4)cc3nc2s1 (stereo unspecified),-1%
COc1ccc(N2CCN(C(=O)CN3C(=O)CSc4c3c(C)nn4-c3ccccc3)CC2)cc1,0%
CCCn1c(SCc2nc(-c3ccc(OC)c(OC)c3)no2)nnc1-c1ccccc1,5%
CCOc1ccc(NC(=O)Cn2c(=O)c(CNc3ccccc3)cc3cc4c(cc32)OCCO4)cc1,-11%
CC1Cc2ccccc2N1S(=O)(=O)c1nnc(NC(=O)c2ccccc2)s1 (stereo unspecified),-1%
Cc1oc(-c2ccccc2)nc1CNC(=O)Nc1ccccc1,-12%
CC1CCC(Nc2nc3c(-c4ccc(Cl)cc4)nnn3c3ccccc23)CC1 (stereo unspecified),-11%
CCN(CC)c1nc2c(-c3cccc(Br)c3)nnn2c2ccccc12,-9%
CCOc1ccc(N2CC(NC(=O)C3CCCCC3)CC2=O)cc1 (stereo unspecified),2%
Cc1ccc(C(=O)CSc2nc3cc(C(=O)NC4CCCC4)ccc3c(=O)n2CC2CCCO2)c(C)c1 (stereo unspecified),3%
CCC1=Nc2cc(C(=O)NCc3ccccc3OC)ccc2Sc2ccc(Cl)cc21,2%
COc1ccc(-c2noc(N(c3cccc(Cl)c3)c3nc(-c4ccc(OC)c(OC)c4)no3)n2)cc1OC,20%
CCC1CCCCN1C(=O)CSc1n[nH]c(-c2ccccc2)n1 (stereo unspecified),4%
Cc1csc2nc(-c3ccc(NS(=O)(=O)c4cccc(F)c4)cc3)cn12,-6%
O=C(CCOc1ccccc1)N(Cc1cccnc1)c1nc2c(F)cccc2s1,2.2µM*
Cc1ccc(C(=O)NC2(C(F)(F)F)N=C(c3ccccc3)N(C3CCCCC3)C2=O)cc1 (stereo unspecified),-1%
CSc1ncc(C(=O)Nc2ccccc2C(=O)c2ccccc2)c(C(F)(F)F)n1,1%
Cc1ccc(NC(=O)CC(C)S(=O)(=O)c2ccc3c(c2)NC(=O)CO3)c(C)c1 (stereo unspecified),5%
COc1ccc(CCNc2nc(-c3ccc(C)cc3)cc(C(F)F)n2)cc1OC,-3%
Cn1c(C(=O)N2CCC(C(=O)N3CCN(c4ccccc4)CC3)CC2)cc2sccc21,1%
CCOc1cccc(C(=O)N(Cc2ccc(C(C)C)cc2)C2CCS(=O)(=O)C2)c1 (stereo unspecified),1%
Cc1ccc(S(=O)(=O)c2nc(S(=O)(=O)c3ccccc3)sc2NCCCOC(C)C)cc1,-5%
COc1ccc(-c2c3c(=O)n(C)c(=O)n(C)c3c3n2-c2ccccc2NC3c2ccco2)cc1 (stereo unspecified),0%
COCCCn1c(=N)c(C(=O)NCc2cccnc2)cc2c(=O)n3cccc(C)c3nc21,-7%
Cc1cccc(N2C(=O)CSC23C(=O)N(Cc2cccc(C(F)(F)F)c2)c2ccccc23)c1 (stereo unspecified),8%

# Structural class, those above containing two or more sulfur atoms
SMILES,Sm TGR block
COc1ccc(Cl)cc1NC(=O)CSc1ccc2nnc(CCNS(=O)(=O)c3ccccc3)n2n1,-3%
CC(C)CNS(=O)(=O)c1ccc(N2CCCCS2(=O)=O)cc1,3%
CC1Cc2ccccc2N1S(=O)(=O)c1nnc(NC(=O)c2ccccc2)s1 (stereo unspecified),-1%
Cc1csc2nc(-c3ccc(NS(=O)(=O)c4cccc(F)c4)cc3)cn12,-6%
Cc1ccc(S(=O)(=O)c2nc(S(=O)(=O)c3ccccc3)sc2NCCCOC(C)C)cc1,-5%

# Next entries follow:
SMILES,Sm TGR block
CC1=C(c2ccc(C(C)C)cc2)S(=O)(=O)NC1=NCc1ccc(Cl)cc1,-19%
O=C(CCc1cn(Cc2ccccc2F)c2ccccc12)NCc1ccc(Cl)cc1,41%[activator]
O=C(CC1C(=O)N(c2ccccc2)C(=O)N1CCc1cccs1)Nc1ccc(Cl)cc1 (stereo unspecified),-1%
COc1ccc(CCNC(=O)CCCCn2c(=O)c3ccccc3n(Cc3ccc(F)cc3Cl)c2=O)cc1OC,-12%
COc1cccc(/C=C/c2nc(C#N)c(NC3CCCCC3)o2)c1,-12%
COCCCNC(=O)NC(CCC(C)C)c1c(-n2cccc2)sc2c1CCN(C)C2 (stereo unspecified),-24%
CCc1ccc(NC(=O)N(Cc2cn(CC)c3ccccc23)C2CCCCC2)cc1,2%
CCc1ccc(NC(=O)c2sc(-n3nc(C)c(Cc4ccc(OC)cc4)c3C)nc2C)cc1,-3%
CCOc1ccc(-c2nnc(SCC(=O)NCc3ccc(C)cc3)nc2-c2ccc(OCC)cc2)cc1,13%
COc1ccc(-c2nc3scc(CCNS(=O)(=O)c4ccc(F)c(C(F)(F)F)c4)n3n2)cc1OC,-2%
Cc1ccc(Cl)cc1N1CCN(C(=O)COCc2cc(-c3ccc4c(c3)OCO4)on2)CC1,-1%
COc1ccc(-c2nnc(SCC(=O)Oc3cccc(C)c3C)o2)cc1,-2%
CCOCCn1ccc2c(OCC(=O)NCc3ccc(C)cc3)cccc2c1=O,16%
CCCCc1ccc(NC(=O)C2(C)Cc3ccccc3C(=O)O2)cc1 (stereo unspecified),0%
CC(=O)N1c2ccc(S(=O)(=O)NCc3ccc(Cl)cc3)cc2CC1C (stereo unspecified),0%
CCCC(=O)N(c1ccc2oc(C)c(C(C)=O)c2c1)S(=O)(=O)c1ccc(C)cc1,12%
Cc1ccc(C2CC(=O)n3nc(-c4ccc(Cl)cc4)nc3S2)cc1 (stereo unspecified),15%
CC(C)(C)OC(=O)N1CCC(c2c(C(=O)NCc3ccco3)cnn2-c2ccc(F)cc2F)CC1,-27%
CCCCNC(=O)c1ccc2c(c1)N(CC)C(=O)c1ccccc1S2,-9%
CC1CCN(S(=O)(=O)c2ccc3nc(N4CCN(c5ccc(F)cc5)CC4)ccc3c2)CC1,10%
Cc1ccc(Cn2cccc(C(=O)Nc3cc([N+](=O)[O-])ccc3C)c2=O)cc1,2%
CCn1cc2nc(SCC(=O)Nc3ccc(C)cc3C)n(Cc3ccc(C)cc3)c(=O)c2n1,-2%
O=C(CN1C(=O)C2(SCC(=O)N2c2ccccc2)c2ccccc21)NCc1ccccc1 (stereo unspecified),4%
Cc1ccc(N(CC(O)Cn2c3ccccc3c3ccccc32)S(=O)(=O)c2ccc(F)cc2)cc1 (stereo unspecified),-9%
CCOc1ccc(C(=O)c2cn(CC(=O)Nc3ccc(OC)cc3)c3cc4c(cc3c2=O)OCO4)cc1,1%
O=C(NC1(C(F)(F)F)C(=O)Nc2c1c(=O)[nH]c(=O)n2CCc1ccccc1)c1ccc(Cl)cc1 (stereo unspecified),18%
Cc1ccc(N(C)C(=O)c2sc3nc4n(c(=O)c3c2C)CCCC4)cc1C,-15%
CC1CCCCN1CCCNC(=O)Cn1ncc2c3ccccc3n(Cc3ccccc3F)c2c1=O (stereo unspecified),14%
O=C(CCS(=O)(=O)c1nc(-c2cccs2)cc(C(F)(F)F)n1)Nc1ccc(Br)cc1,?
Cc1ccccc1OCC(=O)Nc1ccc(-c2nc3ncccc3o2)cc1,?
COc1ccc(N2Cc3cccc(C(=O)Nc4ccc(C)c(C)c4)c3C2=O)cc1,-1%
COc1ccc(-n2c(=O)c3c4c(sc3n(Cc3cc(C)ccc3C)c2=O)CN(C(C)=O)CC4)c(OC)c1,-1%
CCOC(=O)c1c(C)[nH]c(C)c1S(=O)(=O)N1CCC(C(=O)Nc2ccccn2)CC1,6%
Cc1ccc(Cn2c(CN3CCC(C(=O)NCC(C)c4ccccc4)CC3)cc3ccccc32)cc1 (stereo unspecified),-3%
Cc1ccccc1NC(=O)Cn1c(SCC(=O)Nc2ccc(F)cc2)nc2ccccc21,8%
O=C(CSc1cn(CC(=O)N2CCCCC2)c2ccccc12)NCc1ccc(F)cc1,0%
CCOCCSc1c(C)cnc2c1c(=O)n(C)c(=O)n2C,-3%
Clc1cccc(-n2ncc3c(N4CCCCCC4)ncnc32)c1,8%
COc1ccc(NC(=O)CN(c2cccc(C)c2C)S(=O)(=O)c2ccccc2)cc1OC,2%
CN(C(=O)c1ccc2c(c1)N(Cc1cccc(Cl)c1)C(=O)c1ccccc1S2=O)C1CCCCC1 (stereo unspecified),13%
CC1=C(c2ccc(C)c(C)c2)S(=O)(=O)N=C1N1CCC(C(=O)Nc2cccc(F)c2)CC1,-2%
Fc1ccc(Cc2cn3cc(-c4ccc(F)cc4)nc3s2)cc1,-2%

# A section from the list above, as a working copy:
SMILES,Sm TGR block
Cc1ccc(Cn2c(CN3CCC(C(=O)NCC(C)c4ccccc4)CC3)cc3ccccc32)cc1 (stereo unspecified),-3%
Cc1ccccc1NC(=O)Cn1c(SCC(=O)Nc2ccc(F)cc2)nc2ccccc21,8%
